DAX1 inh-1: DAX1 (NR0B1) inhibitors, primary screen, cell-based, HEK293, Gal4-DAX1, luciferase luminescence | HEK293 Gal4-DAX1 luciferase reporter | 340,000 compounds, 0.99% hits | inhibition, % at 6.75 µM | Nuclear receptor subfamily 0 group B member 1 (Homo sapiens), P51843 | AID 504766, 2011;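 active = inhibition above the mean over all tested compounds plus 3 SD, cut at about 4.2% in these data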;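 also: 0% = DAX1-transfected cells with DMSO and 100% = empty-vector control cells with DMSO; inhibition shows as a rise in luminescence from relieved DAX1 repression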
Target sequence (P51843 207-470 limits assumed): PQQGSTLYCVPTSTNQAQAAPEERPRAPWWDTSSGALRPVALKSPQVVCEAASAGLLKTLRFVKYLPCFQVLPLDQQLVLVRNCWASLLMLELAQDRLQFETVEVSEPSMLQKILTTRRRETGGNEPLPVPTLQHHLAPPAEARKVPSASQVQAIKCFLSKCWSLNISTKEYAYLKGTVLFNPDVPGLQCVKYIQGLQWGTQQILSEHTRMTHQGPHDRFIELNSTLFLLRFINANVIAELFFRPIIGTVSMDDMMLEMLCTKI
ADAM10 inh: human ADAM10 inhibitors, primary screen, biochemical, QFRET, HTS. Disintegrin and metalloproteinase domain-containing protein 10 (Homo sapiens), O14672. recombinant ADAM10, EDANS/DABCYL FRET peptide cleavage, 3 h. inhibition, % at 7 µM. 370,000 compounds, 0.62% hits;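 active = inhibition above a per-campaign cutoff equal to the mean of compounds falling between control-based bounds plus 3 SD, cut at about 20% in these data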;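 also: 0% = DMSO wells while the 100% control is not disclosed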
Target sequence (O14672 214-748 limits assumed): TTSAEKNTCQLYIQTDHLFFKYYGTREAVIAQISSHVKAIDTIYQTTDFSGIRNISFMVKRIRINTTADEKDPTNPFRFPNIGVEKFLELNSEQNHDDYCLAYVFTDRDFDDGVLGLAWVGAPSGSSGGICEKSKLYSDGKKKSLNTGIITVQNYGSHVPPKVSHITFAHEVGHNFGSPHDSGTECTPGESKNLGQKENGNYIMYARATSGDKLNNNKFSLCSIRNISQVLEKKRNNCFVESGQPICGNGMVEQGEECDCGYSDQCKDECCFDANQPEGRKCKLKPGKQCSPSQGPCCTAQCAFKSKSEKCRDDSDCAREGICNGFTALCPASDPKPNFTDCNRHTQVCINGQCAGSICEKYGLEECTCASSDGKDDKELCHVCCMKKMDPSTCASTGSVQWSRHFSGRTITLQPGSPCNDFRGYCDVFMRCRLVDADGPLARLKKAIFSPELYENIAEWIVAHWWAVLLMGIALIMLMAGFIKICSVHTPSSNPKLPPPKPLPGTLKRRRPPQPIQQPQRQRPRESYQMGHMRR
hcDAF12 agonist: H. contortus DAF-12 nuclear receptor activators, primary screen, cell-based, luminescence, HEK293, lit1-tk-luc reporter | 370,000 compounds, 1.4% hits | activation, % at 6.8 µM | HEK293 hcDAF-12 lit1-tk-luc reporter; 0% DMSO, 100% Δ7-dafachronic acid;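 active = activation above the mean of all tested compounds plus 3 SD, cut at about 5.5% in these data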;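 also: 100% = response to 3 µM Δ7-dafachronic acid high control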
ADAM17 inh: ADAM17 inhibitors, primary screen, biochemical, QFRET. Disintegrin and metalloproteinase domain-containing protein 17 (Homo sapiens), P78536. recombinant ADAM17, EDANS/DABCYL FRET peptide cleavage. inhibition, % at 6.95 µM. 370,000 compounds, 0.83% hits. AID 720648, 2013;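 active = inhibition above the mean of compounds lying between control limits plus 3 SD, set per campaign, cut at about 8.5% in these data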;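 also: 0% = DMSO-only wells as the low control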
hgDAF12 agonist: H. glycines DAF-12 receptor agonists, primary screen, cell-based, luminescence, HEK293, GAL4 fusion, UAS-luciferase. HEK293 GAL4-hgDAF12 UAS-luciferase reporter, agonist luminescence; normalized to butyrate control. 370,000 compounds, 1.8% hits. AID 687014, 2013. activation, % at 6.8 µM. Nuclear hormone receptor DAF-12 (Heterodera glycines), GAL4 fusion;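 active = activation above a cutoff set at the mean of all screened compounds plus 3 SD, cut at about 10% in these data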;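 also: 0% = DMSO wells and 100% = sodium butyrate wells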
PLC-beta3 inh: human PLC-beta3 inhibitors, primary screen, biochemical, fluorescence; 1-phosphatidylinositol 4,5-bisphosphate phosphodiesterase beta-3 (Homo sapiens), Q01970; Purified PLC-beta3, fluorogenic substrate; inhibition, % at 12.2 µM; 370,000 compounds, 0.18% hits; in the data active = inhibition above about 11%;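 also: 0% = median of compound wells on plate and 100% = full blocker control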
FXN GAA850 act: FXN promoter activators, primary screen, cell-based, luciferase luminescence, HEK293 lucGAA850. activation, % at 6 µM. HEK293 lucGAA850 FXN promoter luciferase reporter, 24 h; percent of 10 µM SAHA response. 360,000 compounds, 0.56% hits;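 active = activation above the average of all compounds screened plus 3 SD, cutoff fixed separately per campaign, cut at about 7.5% in these data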;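 also: 0% = DMSO wells and 100% = 10 µM SAHA wells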
DAX1 inh-2: DAX1 (NR0B1) inhibitors on StAR promoter, primary screen, cell-based, luminescence, SF-1 (NR5A1), full-length DAX-1. HEK293T StAR-luciferase reporter, SF-1/DAX-1 repression relief. inhibition, % at 6.8 µM. AID 652010, 2013. 370,000 compounds, 1.1% hits;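 active = inhibition above the mean over all tested compounds plus 3 SD, cut at about 3.6% in these data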;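 also: 0% = DAX-1 cells with DMSO and 100% = cells lacking DAX-1 with DMSO; higher inhibition means more luminescence from relief of DAX-1 repression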
ssDAF-12 act: S. stercoralis DAF-12 nuclear receptor activators, primary screen, cell-based, luminescence, HEK293, GRIP1 co-expression, lit1-tk-luc; HEK293 ssDAF-12/GRIP1 lit1-tk-luc reporter; % of 3 µM dafachronic acid response; activation, % at 6.8 µM; 370,000 compounds, 1% hits;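 active = activation above the mean over all tested compounds plus 3 SD, cut at about 0.9% in these data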;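 also: 0% = DMSO-only wells and 100% = 3 µM delta7-dafachronic acid wells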
PLCg1 inh: PLC-gamma1 enzyme inhibitors, primary screen, biochemical, fluorescence, purified enzyme; 370,000 compounds, 0.84% hits; fluorogenic substrate; inhibition, % at 12.2 µM; in the data active = inhibition above about 9.5%
HGIII-sPLA2 inh: human group III sPLA2 inhibitors, primary screen, biochemical, QFRET, BODIPY PC-A2 liposome substrate; Group 3 secretory phospholipase A2 (Homo sapiens), Q9NZ20; QFRET BODIPY PC-A2 liposome hydrolysis, fluorescence; inhibition, % at 12.2 µM; 370,000 compounds, 0.56% hits;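 active = inhibition above mean plus 3 SD of compounds lying within the high and low control bounds, cut at about 19% in these data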;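 also: 0% = median of test compound wells and 100% = no enzyme DMSO wells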
Numbers without * were called inactive; · = not tested or not shown.

SMILES | DAX1 inh-1 | ADAM10 inh | hcDAF12 agonist | ADAM17 inh | hgDAF12 agonist | PLC-beta3 inh | FXN GAA850 act | DAX1 inh-2 | ssDAF-12 act | PLCg1 inh | HGIII-sPLA2 inh
CN(Cc1ccccc1)C(=O)c1ccc(NC2=NC3CS(=O)(=O)CC3S2)cc1 (configuration not stated) | -0.8 | -4 | -1.8 | 0 | 3.3 | 3 | 3.4 | 0.2 | -0.7 | 3 | 7
CCOC(=O)c1ccc(NC(=S)Nc2ccc(Br)cc2N)cc1 | -0.4 | -5 | 2.6 | -5 | 3.3 | -48 | 5.2 | 0.1 | -0.8 | -19 | 8
COc1ccc(C/C(C)=N/NS(=O)(=O)c2ccc(Br)cc2)cc1 | 1.9 | 5 | 0.0 | -7 | 5.1 | 1 | 1.5 | 0.2 | -0.4 | 7 | 11
O=C(CSc1ncccn1)Nc1cccc(S(=O)(=O)N2CCOCC2)c1 | -1.3 | -3 | 1.2 | 7 | 0.3 | 6 | -1.6 | -0.2 | -0.8 | 6 | 4
CCOCc1nnc(NC(=O)c2cc(OC)c(OC)cc2[N+](=O)[O-])s1 | 0.0 | -2 | -0.4 | 1 | -1.0 | 6 | 0.1 | -0.7 | -0.9 | 1 | 0
Cc1ccc(C(=O)N2CCN(c3ccccc3)CC2)cc1C | 0.0 | -6 | 1.0 | -3 | -0.3 | 3 | 2.1 | 1.1 | -1.0 | -3 | -1
COCCNC(=O)CN(Cc1ccc(OC)cc1)C(=O)CCC(=O)Nc1nccs1 | 1.2 | -1 | -0.1 | -2 | 1.6 | -8 | -0.5 | -0.4 | -0.9 | -2 | -1
COc1ccc(C)cc1NC(=O)NC1CCCc2ccccc21 (configuration not stated) | 0.5 | 9 | -0.3 | -2 | -0.5 | -8 | 0.1 | 1.0 | -0.9 | -3 | 6
COC(=O)c1cc(OC)c(OC)cc1NC(=O)c1csc(C)c1 | 0.3 | -4 | 0.0 | -1 | -0.9 | -9 | 0.9 | -1.1 | -0.8 | -1 | 4
COc1ccc(-c2cnnc(N/N=C/c3ccc(C)o3)n2)cc1 | -0.1 | 0 | -0.3 | -1 | -1.9 | 3 | 1.0 | 0.5 | -1.1 | 2 | -1
O=C(NC1CCCC1)[C@@H]1CCCN1C(=O)[C@@H](NS(=O)(=O)c1ccc(F)cc1F)C1CCCCC1 | · | -17 | -1.0 | 3 | -0.3 | 1 | · | -0.8 | -0.8 | 6 | 12
CCOc1ccc(CCNC(=O)CSc2n[nH]c(N)n2)cc1OCC | -0.2 | -9 | -1.1 | -1 | -2.5 | -6 | 5.7 | -0.5 | -1.4 | -1 | 9
CCOC(=O)N1CCC(N2CCN(S(=O)(=O)c3ccc(C)cc3)CC2)CC1 | -1.0 | 6 | -2.1 | -1 | -2.3 | 2 | 2.4 | -0.1 | -1.3 | 0 | -2
O=C(N/N=C/c1ccc(O)cc1)c1cc(C2CC2)[nH]n1 | 1.0 | 3 | -0.4 | 3 | 0.2 | -11 | 3.4 | 0.8 | -0.1 | -1 | 6
COc1ccc(Cl)cc1NC(=O)C1Cc2cc(S(=O)(=O)N3CCCC3)ccc2N1C(C)=O (configuration not stated) | 0.0 | 4 | 3.0 | 4 | -0.5 | -4 | 3.0 | -0.6 | -0.3 | 4 | -19
COC(=O)CCSCC(=O)Nc1ccc(C)c(S(=O)(=O)N2CCCCC2)c1 | 0.6 | -3 | -1.4 | -6 | -4.9 | -3 | -2.0 | -0.6 | -2.0 | 2 | -6
Cc1cccc(CN2CCCC(C(=O)N3CCc4ccccc4C3)C2)c1 (configuration not stated) | 0.4 | -7 | -0.6 | -7 | -3.1 | 0 | -1.6 | -0.5 | -1.2 | 2 | -5
Cc1nn(CC(=O)Nc2c(F)c(F)cc(F)c2F)c(=O)c2cccn12 | 0.6 | -5 | -1.3 | -4 | 0.4 | -11 | -0.5 | 0.0 | -1.2 | -2 | 5
O=C(Cc1ccc([N+](=O)[O-])cc1)Nc1cccc(C(=O)N2CCCCC2)c1 | -1.4 | -3 | -2.0 | 1 | -2.7 | 0 | -0.7 | -1.0 | -1.4 | 1 | -10
Cc1cc(C)c(C#N)c(=N)o1 | 0.2 | -29 | -0.5 | -9 | -0.1 | -2 | 0.8 | 0.1 | -0.6 | -2 | 1
Cc1cccc(C)c1NC(=O)CSC(=S)N1CCCC1 | 0.5 | -3 | -0.2 | -2 | 1.7 | 0 | -0.2 | 0.2 | -1.7 | 1 | 1
N#CC(c1ccccc1)c1cccc(Cl)n1 (configuration not stated) | · | 3 | -1.7 | 1 | -1.4 | 2 | 2.9 | -0.8 | -1.6 | 3 | -4
Brc1ccccc1CN1CCC(N2CCCCC2)CC1 | -1.4 | 1 | 0.8 | 2 | -0.3 | 4 | -1.4 | 0.1 | -1.3 | 3 | 2
Cn1c(NC(=O)CC2CCCCC2)cc(=O)n(C)c1=O | 0.2 | -7 | -3.1 | 1 | -2.0 | 5 | -1.3 | -0.3 | -1.7 | 2 | -7
CCNc1c([N+](=O)[O-])c(=O)n(CC)c2ccccc12 | · | -3 | -0.3 | -5 | -0.4 | 1 | 1.1 | -0.2 | -2.0 | -2 | 6
Cc1cnc(NC(=O)CSc2nnc(-c3cccs3)n2C)s1 | 0.4 | -1 | -0.3 | -5 | 1.8 | 0 | 0.7 | -0.1 | -1.1 | -3 | 0
COc1cc(C(=S)N2CCN(c3ccccc3Cl)CC2)cc(O)c1O | 0.5 | 7 | -1.2 | 5 | -3.2 | -6 | -1.0 | -1.3 | -2.1 | -2 | 2
Cc1cc(C)n2nc(C(=O)Nc3cccnc3)nc2n1 | 0.2 | -2 | -1.6 | 2 | 9.7 | 1 | 1.2 | -0.3 | -1.1 | 3 | 1
Cc1ccc2c(c1C)OC(=O)CC2c1ccccc1 (configuration not stated) | 1.5 | 12 | -0.6 | 2 | -1.3 | 4 | -0.2 | 0.0 | -1.5 | 5 | 3
COc1ccc(-c2oc(=O)c3cc(OC)c(OC)cc3c2C(F)(F)F)cc1 | -0.5 | 4 | -0.8 | 1 | -0.6 | 3 | -0.7 | 0.7 | -1.6 | 0 | 4
CCOc1ccc(S(=O)(=O)N/N=C(\C)c2ccc(Cl)c(Cl)c2Cl)cc1 | 0.1 | 2 | 1.0 | 1 | 0.6 | -1 | 2.3 | -0.1 | -0.6 | 0 | -8
CC(=O)Nc1ccc(S(=O)(=O)NNC(=O)c2cc3c4ccccc4n(C)c3s2)cc1 | -2.0 | -33 | 2.0 | -18 | 0.3 | -29 | -0.3 | -0.4 | 0.2 | -18 | -15
CC(C)N1CCN(Cc2cccn2-c2cccnc2)CC1CCO (configuration not stated) | -1.8 | -10 | 0.7 | 2 | 1.0 | -2 | 2.9 | 0.2 | -1.2 | -2 | 12
CCCCc1nnc(NC(=O)C2=COCCO2)s1 | 1.2 | -21 | 4.8 | -4 | 7.8 | -5 | 4.2 | 7.3* | 1.0* | 0 | -5
CN(C)CCCNC(=O)c1ccc(-c2cc3nc(NCc4cccnc4)n(C)c(=O)c3s2)cc1 | · | -127 | 0.9 | -37 | -1.6 | -70 | 0.8 | -0.1 | -0.1 | -55 | -3
CC(C)C(=O)Nc1cccc(-c2cn3ccccc3n2)c1 | 1.4 | -8 | -0.8 | 1 | -0.1 | 2 | 2.7 | -0.1 | -1.6 | 6 | -2
CN1C(=S)SC(C)(C)C1/[N+]([O-])=C/c1cccnc1 (configuration not stated) | 0.6 | -5 | -1.0 | -1 | 2.1 | 4 | -2.5 | 0.0 | -1.4 | 6 | 1
Cc1sc(NC(=O)C2C3CCC(O3)C2C(=O)O)nc1-c1ccc(CC(C)C)cc1 (configuration not stated) | 1.6 | 9 | 4.6 | 4 | 18* | 0 | 13* | 1.9 | -0.3 | 3 | 17
Cc1ccc(N/C(C(Cl)=C(Cl)Cl)=C(/Cl)[N+](=O)[O-])c(C)c1 | 2.2 | -4 | 1.3 | 0 | 2.1 | 0 | 3.1 | -1.0 | -0.8 | 4 | 5
Cc1cc(NC(=O)c2ccccc2NS(=O)(=O)c2c(C)c(C)cc(C)c2C)no1 | 0.1 | -71 | -1.2 | -25 | 1.3 | -40 | 0.1 | 0.2 | -1.5 | -24 | -8
Cc1ccc(C(=O)N2CCC(C(=O)c3ccc(F)cc3)CC2)cc1 | -1.0 | 6 | -4.2 | -3 | -2.2 | -4 | 1.2 | -0.7 | -1.3 | -2 | 2
CCOC(=O)N1CCN(C(=O)Cc2cccs2)CC1 | 1.4 | 8 | -2.1 | -5 | -1.9 | 2 | 3.4 | -0.8 | -1.2 | 0 | 2
Cc1c(C(=O)N(C)C(C)c2ccccn2)oc2c(F)cccc12 (configuration not stated) | 0.5 | 10 | -0.6 | 2 | 0.2 | -4 | 2.2 | 1.1 | -0.7 | 1 | 1
CC(Oc1ccc(Cl)cc1)c1ccc(C#N)c(=O)[nH]1 (configuration not stated) | 0.8 | -129 | 0.2 | -35 | -1.1 | -14 | 3.7 | 0.3 | -1.3 | -14 | -11
Cc1cc(-c2ccc(C(C)C)c(S(=O)(=O)N3CC(=O)Nc4ccccc43)c2)on1 | 0.7 | -8 | -2.6 | -3 | -2.2 | -4 | -1.9 | -2.5 | -1.1 | -2 | 8
Cc1cc2c(c(C#N)c1C)NC=NC2C (configuration not stated) | 0.7 | -68 | -0.1 | -18 | -0.3 | -13 | 0.8 | 0.0 | -1.7 | -13 | -1
